SENP1 inh = human SENP1 catalytic domain inhibitors, primary screen, biochemical, FRET, uHTS | hit rate 0.21% among 360,000 | AID 624204, 2012 | Sentrin-specific protease 1 (Homo sapiens), Q9P0U3 | inhibition, % at 10 µM | recombinant SENP1 catalytic domain, CyPet-SUMO1-YPet FRET cleavage;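 active = inhibition at least 30% at 10 µM, raw YFP signal under a set limit, fluorescence ratio 0.5 to 1.5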;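 note: 0% = enzyme with DMSO and 100% = no enzyme wells; some results filed as inactive read as strong as hits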
Target sequence (Q9P0U3 419-644 limits assumed): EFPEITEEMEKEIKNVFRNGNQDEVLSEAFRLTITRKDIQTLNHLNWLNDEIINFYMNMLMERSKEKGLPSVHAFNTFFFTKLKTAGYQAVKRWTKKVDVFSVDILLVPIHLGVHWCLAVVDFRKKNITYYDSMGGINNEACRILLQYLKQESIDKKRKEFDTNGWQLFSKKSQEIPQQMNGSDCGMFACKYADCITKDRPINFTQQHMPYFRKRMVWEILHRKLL
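Assay system: hSENP1 catalytic domain, recombinant. Amount: SENP1 enzyme, 20 pM final. Schedule: 50 min reaction, RT, dark. Technique: FRET, CFP and YFP emission. Control set: no-enzyme wells low, DMSO-plus-enzyme wells high control.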
GRIN3A LBD mod = binders of NR3A ligand-binding domain, primary screen, biophysical, differential scanning fluorimetry, uHTS; Glutamate receptor ionotropic, NMDA 3A (GRIN3A) ligand-binding domain; hit rate 2.5% among 340,000; NR3A LBD differential scanning fluorimetry, Tm shift; 0% = protein alone, 100% = glycine-bound protein; Tm shift relative to glycine control, % at 25 µM;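 active = melting temperature shift of at least 10% of the positive control shift, at one fixed dose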
SENP8 inh = human SENP8 protease inhibitors, primary screen, biochemical, fluorescence, Nedd8 protein substrate, uHTS; hit rate 0.64% among 360,000; recombinant SENP8; inhibition, % at 20 µM; Sentrin-specific protease 8 (Homo sapiens), Q96LD8; in the data active = inhibition mostly above about 40%, no sharp cut-off; inactive = mostly below about 27%
Target sequence (Q96LD8 whole entry, looked up): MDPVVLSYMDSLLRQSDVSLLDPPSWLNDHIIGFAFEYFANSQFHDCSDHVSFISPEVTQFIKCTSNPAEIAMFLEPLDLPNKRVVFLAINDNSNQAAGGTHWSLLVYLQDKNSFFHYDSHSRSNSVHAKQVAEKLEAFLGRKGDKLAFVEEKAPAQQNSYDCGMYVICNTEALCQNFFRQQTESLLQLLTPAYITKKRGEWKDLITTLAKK
hIAP activ = human IAP activators, primary screen, biochemical, luminescence, uHTS; Intestinal-type alkaline phosphatase (Homo sapiens), P09923; purified human IAP, CDP-Star luminescence, 30 min; active compounds read high; 1 = vehicle-only enzyme, 0 = enzyme-free background; hit rate 0.16% among 330,000; activation factor at 10 µM;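 active = activation factor of the enzyme at least 2-fold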; note: the source names both 10 and 20 µM as test concentration; values of inactives mirror those of a sister screen read the other way
Target sequence (P09923 whole entry, looked up): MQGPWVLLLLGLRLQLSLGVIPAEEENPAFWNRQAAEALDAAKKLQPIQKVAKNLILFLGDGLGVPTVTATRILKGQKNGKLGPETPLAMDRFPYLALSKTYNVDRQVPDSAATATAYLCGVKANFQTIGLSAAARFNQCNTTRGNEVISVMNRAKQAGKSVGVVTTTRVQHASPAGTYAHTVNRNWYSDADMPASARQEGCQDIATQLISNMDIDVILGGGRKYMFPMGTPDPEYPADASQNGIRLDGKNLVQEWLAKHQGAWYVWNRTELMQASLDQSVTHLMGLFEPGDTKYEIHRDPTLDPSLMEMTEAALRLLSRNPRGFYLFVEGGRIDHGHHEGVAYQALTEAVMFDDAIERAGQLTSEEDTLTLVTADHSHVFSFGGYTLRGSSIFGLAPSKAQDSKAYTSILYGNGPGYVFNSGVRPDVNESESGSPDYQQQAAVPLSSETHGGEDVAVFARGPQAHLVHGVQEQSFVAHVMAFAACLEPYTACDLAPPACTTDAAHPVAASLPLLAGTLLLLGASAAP
SENP6 block = SENP6 protease inhibitors, primary screen, biochemical, luminescence, uHTS; Sentrin-specific protease 6 (Homo sapiens), Q9GZR1; Recombinant SENP6 catalytic domain, aminoluciferin luminescence; inhibition, % at 10 µM; hit rate 1.8% among 330,000;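 active = inhibition above about 50% at the single tested dose, limit read from the data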;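 note: plate controls were DMSO wells with enzyme for no effect and DMSO wells lacking enzyme for full effect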
ATG4B inhibitor = ATG4B protease inhibitors, primary screen, biochemical, fluorescence, uHTS | Cysteine protease ATG4B (Homo sapiens), Q9Y4P1 | ATG4B cleavage of LC3-PLA2, NBD-HPC fluorescence, 1 h | inhibition, % at 8.33 µM | hit rate 0.51% among 340,000; in the data active = inhibition above about 40%
PfG6PD inh = PfG6PD enzyme inhibitors, primary screen, biochemical, fluorescence intensity, uHTS; glucose-6-phosphate dehydrogenase-6-phosphogluconolactonase (Plasmodium falciparum 3D7); PfGluPho enzyme, NADPH resazurin-diaphorase fluorescence; inhibition, % at 20 µM; hit rate 0.78% among 350,000;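 active = inhibition reaching at least a set limit at 20 µM in the primary screen, cut at about 59% in these data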;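 note: 0% = DMSO wells with substrate and 100% = DMSO wells lacking glucose-6-phosphate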
MPTP inh = mitochondrial permeability transition pore inhibitors, primary screen, biochemical, isolated mouse mitochondria, absorbance; inhibition, % at 10 µM; Ca2+ swelling absorbance, 30 min; AID 602449, 2012; hit rate 1.4% among 360,000;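 active = inhibition of 50% or more, scaled per plate between neutral and stimulator controls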;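 note: 0% = DMSO wells given calcium and 100% = 1 mM EGTA wells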
The depositor's hits bear a star; . = not tested or not shown.

Each structure is followed by: SENP6 block	hIAP activ	PfG6PD inh	ATG4B inhibitor	GRIN3A LBD mod	SENP8 inh	MPTP inh	SENP1 inh
O=C(NC1CCCCC1)NC1CC2CCC(C1)N2Cc1nnnn1Cc1ccc2c(c1)OCO2 (configuration not stated)
    1	0.9	-19	-5	-3	14	0.0	2
CC(C)(C)OC(=O)C[C@@H]1C/C=C\C[C@H](CC(=O)N[C@H](CO)Cc2ccccc2)C(=O)N[C@@H](Cc2ccccc2)COC1=O
    -7	0.81	-9	5	0	13	-2.7	-1
O=C(Nc1ccccc1)N1CCN(Cc2ccc3c(c2)OCO3)CC1
    -10	0.91	8	-5	-1	1	-0.8	2
COC(=O)C1=C(C)NC(=O)C1(NC(=O)c1ccncc1)C(F)(F)F (configuration not stated)
    -1	1.2	-24	2	-1	16	-1.3	0
O=c1nc2n(c3c4c(sc13)CCC4)CCC2
    3	0.9	-4	-16	0	21	1.2	-1
NC(=S)NN=C1c2cc(Cl)ccc2-c2c1cc(Cl)cc2[N+](=O)[O-]
    .	.	4	2	12*	26	93*	6
CCOc1ccc(N2C(=O)CC(N(O)c3ccccc3)C2=O)cc1 (configuration not stated)
    -4	0.91	25	-11	1	13	0.0	1
O=C(COC(=O)c1cc(=O)[nH]c2ccccc12)Nc1cccc(S(=O)(=O)N2CCOCC2)c1
    -7	0.98	8	-20	-2	-210	6.5	5
COc1cc(C2NC(=O)c3ccccc3O2)ccc1OC(C)C (configuration not stated)
    5	1.1	-8	5	0	-55	-1.2	0
O=C(CSc1n[nH]c(=O)n1C1CC1)NCc1ccccc1
    -16	0.9	-12	0	0	0	-1.4	-1
Cc1ccc(S(=O)(=O)Nc2cccc3cccnc23)c([N+](=O)[O-])c1
    -7	1.4	11	0	-11	6	-2.0	2
O=C(NCc1ccco1)C1CCC(CNS(=O)(=O)c2cccc3cccnc23)CC1 (configuration not stated)
    -3	1	-10	-5	-2	11	-1.5	-6
CN(C)S(=O)(=O)N1CCN(c2ccc([N+](=O)[O-])c(N3CCCCC3)c2)CC1
    -15	0.89	-6	7	-2	8	-1.8	3
O=C(Nc1ccccc1C(=O)O)c1cc(S(=O)(=O)N2CCOCC2)c(Br)s1
    -2	1.1	3	-9	-9	7	0.7	2
CCOc1ccc(N2C(=O)/C(=C/c3ccccc3OCC(=O)OC)N(CC(=O)OC)C2=S)cc1
    -19	0.94	1	5	-4	12	4.5	1
CCC(=O)N1CCc2cc(S(=O)(=O)N3CCCC3)ccc21
    11	1.1	-11	0	1	13	-2.2	1
N#Cc1ccc(-c2cccnc2)nc1SCC(=O)c1ccccc1
    23	0.9	-2	-7	2	-31	0.3	-35
O=C(Cn1cncn1)N/N=C/c1ccccc1Cl
    -15	1.1	-7	1	-1	17	-1.1	0
Cc1nnc2nc(-c3ccccc3)nc(-c3ccccc3)n12
    -5	1.1	-3	-6	12*	-263	-0.8	2
CCOc1ccc(NS(=O)(=O)c2ccc(C(=O)N3CCCCC3)cc2)cc1
    -5	0.87	15	0	-2	1	13	0

Brought forward from above: two entries, then new ones.
Each structure is followed by: SENP6 block	hIAP activ	PfG6PD inh	ATG4B inhibitor	GRIN3A LBD mod	SENP8 inh	MPTP inh	SENP1 inh
Cc1nnc2nc(-c3ccccc3)nc(-c3ccccc3)n12
    -5	1.1	-3	-6	12*	-263	-0.8	2
CCOc1ccc(NS(=O)(=O)c2ccc(C(=O)N3CCCCC3)cc2)cc1
    -5	0.87	15	0	-2	1	13	0
Cc1cccc(NC(=O)CN2C(=O)N/C(=C\c3cccn3-c3cccc(C(=O)O)c3)C2=O)c1
    -26	0.84	-6	-6	-2	-76	2.2	-7
Nc1nnc(SCC(=O)NCC(=O)Nc2ccc(F)c(F)c2F)s1
    13	1.1	10	-10	1	1	-2.5	2
Oc1c(Cl)cc(Cl)c2c1NCCC2
    10	1.1	78*	3	-3	19	0.8	-2
CCCOC(c1ccccc1)(c1ccccc1)C(Oc1nc(C)cc(C)n1)C(=O)O (configuration not stated)
    18	0.96	13	-5	0	1	-0.1	0
COc1ccc(C(=O)NCc2ccc(S(N)(=O)=O)cc2)cc1[N+](=O)[O-]
    -19	0.84	2	-12	-1	17	0.0	0
CCOc1ccccc1OCc1nn2c(-c3ccc(C)cc3)nnc2s1
    -24	1.4	-12	6	-1	6	-2.1	-2
COc1ccc(N2CCN(C(=O)CCCC3=NS(=O)(=O)c4ccccc4N3)CC2)cc1
    -23	0.8	-3	-2	-2	25	-1.4	0
CC(C)CC(=O)N1CCN(S(=O)(=O)c2ccc(C3CCCCC3)cc2)CC1
    0	1.2	-3	3	3	12	3.3	0
NC(=O)c1ncn([C@@H]2O[C@H](CN=C3NS(=O)(=O)c4ccccc43)[C@@H](O)[C@H]2O)n1
    .	.	7	-5	-2	-2	-0.9	0
Cc1ccccc1OCCC(=O)Nc1ccc(S(=O)(=O)N2CCCC2)cc1
    .	.	8	.	.	5	0.4	0
COC(=O)c1ccccc1NC(=O)NC1CCCCC1
    -14	1.3	-8	3	-2	-277	1.7	1
N=C(N)SCCN
    -4	1.1	1	7	1	4	-1.9	-1
CCCNC(=O)c1cc2c(C(F)(F)F)nn(C)c2s1
    -7	1	2	-4	1	19	0.2	1
CSc1n[nH]c(NC(C)=O)n1
    -16	1.2	-18	2	2	18	2.6	2
C1CCC(OCCN2CCN(CCOC3CCCCC3)CC2)CC1
    -10	0.88	-6	-18	1	6	2.9	2
CC(C)c1nc2sc3c(SCC(=O)NCc4ccco4)ncnc3c2c2c1CCC2
    -6	0.94	8	14	-2	-44	-1.4	-13
COCCNC(=O)c1ccc(N2CC3CC(C2)c2cccc(=O)n2C3)c(NC(=O)c2ccc(Br)o2)c1 (configuration not stated)
    5	1.3	2	-2	-1	7	-1.5	-3
CC(C)C(=O)Nc1cc(S(=O)(=O)Nc2ccc(Cl)cc2)ccc1Cl
    2	1	-11	-5	-6	6	3.3	1
CC(NC(=O)c1ccccc1)C(=O)OCC(=O)c1ccc(Br)cc1 (configuration not stated)
    6	0.92	-3	-9	0	6	-2.1	1
Cc1cccc(C)c1NC(=O)COC(=O)c1nonc1N
    -31	1.2	-7	-1	2	8	-0.2	-1

Quoted from the listing.
`COCCNC(=O)c1ccc(N2CC3CC(C2)c2cccc(=O)n2C3)c(NC(=O)c2ccc(Br)o2)c1` (configuration not stated) – PfG6PD inh: 2
`CC(C)CC(=O)N1CCN(S(=O)(=O)c2ccc(C3CCCCC3)cc2)CC1` – MPTP inh: 3.3

Continuation.
Each structure is followed by: SENP6 block	hIAP activ	PfG6PD inh	ATG4B inhibitor	GRIN3A LBD mod	SENP8 inh	MPTP inh	SENP1 inh
O=C(c1ccccc1)c1ccc(OCCO)cc1
    4	0.97	-14	-4	0	11	0.7	-1
C[C@H](NS(=O)(=O)c1ccccc1)C(=O)N1CCN(C(c2ccccc2)c2ccccc2)CC1
    -18	1.1	5	-9	2	17	-0.1	-2
OC(CN1CCC(Cc2ccccc2)CC1)C(F)(F)F (configuration not stated)
    -1	1	-1	-7	-2	23	0.8	-1
CC(C)NC(=O)Nc1ccc2c(c1)C(=O)N([C@@H](C)CO)C[C@H](C)[C@H](CN(C)S(=O)(=O)c1ccccc1)OCCCC[C@H](C)O2
    .	.	7	.	.	-115	0.4	3
O=S(=O)(NCC1(N2CCOCC2)CCCCC1)c1ccccc1Cl
    -14	1.2	-6	-2	-1	9	-0.9	0
O=C(COC(=O)Cc1ccc(F)cc1)NCCc1ccccc1
    -5	0.95	1	3	0	14	1.3	1
COc1ccccc1NC(=O)CSc1nnc(-c2ccc(C)cc2)o1
    1	1	-19	-2	2	25	0.5	2
Cc1ccc(NC(=O)c2sc3ncn(CC(=O)N4CCOCC4)c(=O)c3c2C)c(Br)c1
    -11	1.1	5	-5	7	3	-1.4	3
O=C(C1CCCCN1S(=O)(=O)c1ccccc1[N+](=O)[O-])N1CCOCC1 (configuration not stated)
    5	1.1	0	-6	0	4	-1.9	3
Cn1c(=O)n(C)c2cc(S(=O)(=O)N3CCCc4ccccc43)ccc21
    -4	1	9	4	0	4	-1.6	1
O=C(CCc1nc2ccccc2c(=O)[nH]1)N1CCN(S(=O)(=O)c2cccc(F)c2)CC1
    3	0.9	6	-4	-2	-10	-0.7	-4
O=C(C(O)c1ccccc1)N1N=C(c2ccccc2)CC1(O)C(F)(F)F (configuration not stated)
    -4	0.89	1	-1	0	11	-0.2	0
CCOC(=O)C1CCN(C(=O)COC(=O)/C=C/c2cccc(OC)c2OC)CC1
    -11	1	10	-3	15*	-206	1.7	0
NC(=O)C1CCN(CC(O)CSc2ccccc2)CC1 (configuration not stated)
    -2	0.99	-6	4	0	5	0.4	1
CC(=O)c1cccc(NC(=O)C2=CC(c3ccco3)=NS(=O)(=O)N2C)c1
    -3	1	-9	-2	1	-11	-0.3	1
CC(C(=O)c1ccccc1)n1c(N2CCOCC2)nc2c1c(=O)n(C)c(=O)n2C (configuration not stated)
    2	1.2	-11	4	0	6	-0.3	-1
CCOc1ccc(NC(=O)CN2CCN(c3ccc(F)cc3)CC2)cc1S(=O)(=O)N1CCCC1
    .	.	9	.	.	17	0.7	-1
C=CCNC(=O)NC(=O)COC(=O)c1cccnc1SC
    -1	0.97	-9	7	0	23	2.4	3
CCCNC(=O)C(Cc1ccccc1)NC(=O)c1ccc(C(C)(C)C)cc1 (configuration not stated)
    -4	1	-3	-4	0	7	0.7	3
O=C(NCCNc1ccc([N+](=O)[O-])cc1)c1ccccc1Br
    -16	0.96	-9	-1	0	16	0.7	0

Each structure is followed by: SENP6 block	hIAP activ	PfG6PD inh	ATG4B inhibitor	GRIN3A LBD mod	SENP8 inh	MPTP inh	SENP1 inh
COc1ccc(-c2nnc3n2CCCCC3)cc1OC
    2	0.99	9	-6	-1	14	-2.3	2
O=C(CNC(=S)N(Cc1ccccc1Cl)C1CCCC1)NCCN1CCOCC1
    13	1.3	-9	5	2	2	0.1	-1
O=C(Nc1cccc(C(F)(F)F)c1)C1CC(=O)N(CCc2ccccc2)C1 (configuration not stated)
    -4	0.81	1	5	0	5	-0.2	1
CCCCN1C(=N)N([C@@H](CCC)CN2CCC[C@H]2CN2C(N)=NC[C@H]2CC(C)C)C[C@H]1Cc1ccccc1
    3	1.1	6	6	-1	11	1.1	-1
CCSc1nnc2c(Cl)cc(Cl)cn12
    4	0.99	-9	-6	-8	-25	0.2	-3
O=S(=O)(c1ccc(SCc2ccccc2)nc1)N1CCCCC1
    1	0.92	10	-45	0	6	-0.5	-1
COc1ccc(C(=O)N2CCC(C(=O)O)CC2)c2ccccc12
    -7	0.98	-4	2	6	5	0.5	-2
COc1ccc(N2CC(O)=C(c3nc(-c4ccc(Br)cc4)cs3)C2=N)cc1
    -8	1	0	0	-1	-63	1.4	-1
CCOC(=O)C1=C(CN2CCCCCC2)NC(=O)NC1c1ccc2c(c1)OCO2 (configuration not stated)
    -11	1.1	7	-13	0	8	-1.7	3
Cc1ccc(-n2c(SCC(=O)NCCN3C(=O)CSC3=O)nnc2-c2cccc(C)c2)cc1
    -5	1.1	-11	1	-1	-2	2.5	3
Cc1ccc(CN2CCN(/N=C/c3ccc(N(C)C)cc3)CC2)cc1
    -1	0.95	0	-5	3	20	1.9	5
CN(C)S(=O)(=O)c1cccc(C(=O)NCCNC(=O)c2cccc(S(=O)(=O)N(C)C)c2)c1
    -7	0.99	7	-8	-3	11	-0.7	2
CCOC(=O)c1ccc(N(CC(=O)NC2CCCC2)C(=O)CNC(=O)c2ccco2)cc1
    -4	1	24	-10	1	29	-1.9	2
O=S(=O)(Nc1ccc2c(c1)OCO2)c1ccc(F)c(F)c1
    10	1	16	-4	1	22	-0.7	2

Screens deposited in PubChem BioAssay by Sanford-Burnham Center for Chemical Genomics.
